PAFAH1B3 FP inh: inhibitors of human PAFAH1B3; Q15102; recombinant PAFAH1B3, FP-rhodamine probe, fluorescence polarization; inhibition, % at 3.39 µM; 340,000 tested, 0.28% active; AID 492972;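 active means inhibition above the screen-wide average of all tested compounds plus 3 SD, cut at about 25% in these data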;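 further: 0% = enzyme with DMSO only and 100% = wells lacking PAFAH1B3 protein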
Target sequence (Q15102 whole entry, looked up): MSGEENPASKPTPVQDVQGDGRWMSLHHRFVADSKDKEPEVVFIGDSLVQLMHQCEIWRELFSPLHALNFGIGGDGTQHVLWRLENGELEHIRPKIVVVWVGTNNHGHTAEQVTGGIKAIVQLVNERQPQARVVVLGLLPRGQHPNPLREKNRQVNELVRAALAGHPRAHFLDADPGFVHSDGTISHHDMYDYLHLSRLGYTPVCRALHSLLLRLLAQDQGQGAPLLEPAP
PAD4 inh: blocks human protein arginine deiminase 4; recombinant PAD4, RCA probe fluorescence polarization; Q9UM07; inhibition, % at 6.36 µM; 330,000 tested, 0.41% active;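 active means percent inhibition above a cutoff equal to the mean of all tested compounds plus 3 SD, cut at about 15% in these data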;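 further: 0% = PAD4 with RCA probe and DMSO and 100% = probe without PAD4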
LYPLA2 inh: blocks human lysophospholipase 2, a PME1 counter-screen. recombinant LYPLA2, FP-Rh probe fluorescence polarization. inhibition, % at 5.9 µM. 320,000 tested, 0.38% active. AID 2177;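 active means inhibition above the screen-wide mean plus 3 SD, limit set per campaign, cut at about 26% in these data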;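 further: 0% = LYPLA2 with DMSO and 100% = wells lacking LYPLA2 enzyme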
Target sequence (O95372 whole entry, looked up): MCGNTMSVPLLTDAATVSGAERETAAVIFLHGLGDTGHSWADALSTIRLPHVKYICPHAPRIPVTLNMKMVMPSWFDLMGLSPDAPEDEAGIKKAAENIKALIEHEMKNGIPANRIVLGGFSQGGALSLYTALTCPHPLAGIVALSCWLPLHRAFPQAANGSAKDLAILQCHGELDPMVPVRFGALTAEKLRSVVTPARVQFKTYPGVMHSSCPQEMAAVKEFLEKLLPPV
LYPLA1 inh: counter-screen for PME1 inhibitors: inhibitors of human LYPLA1 | 320,000 tested, 0.16% active | O75608 | inhibition, % at 5.9 µM | recombinant LYPLA1, FP-Rh probe fluorescence polarization;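 active means inhibition above the mean of all tested compounds plus 3 SD, set per campaign, cut at about 14% in these data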;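 further: inhibitors block serine hydrolase probe labeling of LYPLA1 so polarization falls; 0% = enzyme with DMSO and 100% = wells lacking LYPLA1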
pPAFAH inh: inhibitors of human plasma PAF acetylhydrolase (pPAFAH) | recombinant pPAFAH, FP-rhodamine probe fluorescence polarization | inhibition, % at 3.39 µM | 330,000 tested, 1.5% active | AID 463082;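 active means inhibition above the mean inhibition across the screen plus 3 SD, cut at about 25% in these data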;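 further: inhibitors block binding of the rhodamine activity-based probe so polarization drops; 0% = enzyme with DMSO and 100% = wells lacking pPAFAH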
PAFAH2 FP inh: inhibitors of human PAFAH2 | recombinant PAFAH2, FP-rhodamine activity probe, fluorescence polarization | 340,000 tested, 0.99% active | Q99487 | inhibition, % at 3.39 µM;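 active means inhibition above the mean over all tested compounds plus 3 SD, cut at about 30% in these data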;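 further: inhibitors block probe labeling of enzyme so polarization drops; 0% = enzyme with DMSO and 100% = wells lacking PAFAH2 protein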
PAFAH1B2 FP inh: blocks human PAF acetylhydrolase 1b catalytic subunit 2 | P68402 | recombinant PAFAH1B2, FP-rhodamine activity probe, fluorescence polarization | inhibition, % at 3.39 µM | 340,000 tested, 1.2% active;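 active means inhibition above the mean of all tested compounds plus 3 SD, cut at about 24% in these data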;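 further: 0% = enzyme with DMSO and 100% = wells lacking PAFAH1B2; many of its hits are not listed in these tables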
Target sequence (P68402 whole entry, looked up): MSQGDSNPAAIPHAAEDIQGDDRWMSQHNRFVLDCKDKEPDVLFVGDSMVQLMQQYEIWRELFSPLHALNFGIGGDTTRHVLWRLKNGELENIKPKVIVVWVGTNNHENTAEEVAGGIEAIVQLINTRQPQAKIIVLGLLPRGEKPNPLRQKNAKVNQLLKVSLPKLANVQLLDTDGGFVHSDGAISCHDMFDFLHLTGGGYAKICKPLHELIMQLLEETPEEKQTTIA
PREPL inhibitor: human PREPL enzyme inhibition | Q4J6C6 | recombinant PREPL, fluorescence polarization activity-based probe | inhibition, % at 5.96 µM | 320,000 tested, 0.68% active; in the data active means inhibition above about 43%;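 further: 0% = enzyme with DMSO and 100% = wells lacking enzyme; many of its hits are not listed in these tables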
GSTO1 inh: blocks human GSTO1 in RBBP9 counter-screen. P78417. recombinant GSTO1, activity-based probe fluorescence polarization. inhibition, % at 5.96 µM. 300,000 tested, 1.1% active. AID 1974;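 active means inhibition above the campaign mean inhibition plus 3 SD, cut at about 35% in these data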;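 further: 0% = GSTO1-1 with DMSO and 100% = wells lacking GSTO1-1 enzyme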
Target sequence (P78417 whole entry, looked up): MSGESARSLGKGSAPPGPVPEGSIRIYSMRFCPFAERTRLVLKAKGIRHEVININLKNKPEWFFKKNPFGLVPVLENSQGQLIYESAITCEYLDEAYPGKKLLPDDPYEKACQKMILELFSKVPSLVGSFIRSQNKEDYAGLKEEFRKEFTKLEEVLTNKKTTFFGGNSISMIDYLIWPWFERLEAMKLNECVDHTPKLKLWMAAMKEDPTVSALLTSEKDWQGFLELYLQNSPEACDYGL
* hit, by the source's call; . = not tested or not shown. Some of the compounds tested; rates above refer to the full screens.

Below each compound: PAFAH1B3 FP inh	PAD4 inh	LYPLA2 inh	LYPLA1 inh	pPAFAH inh	PAFAH2 FP inh	PAFAH1B2 FP inh	PREPL inhibitor	GSTO1 inh
CN(C(=O)CC(NC(=O)c1ccccc1Cl)c1ccccc1)c1ccccc1 (centres undefined)
→ 1	-2	6	-4	4	3	2	2	-1
CN(Cc1ccccc1)C(=O)C1CCN(S(=O)(=O)c2cc([N+](=O)[O-])ccc2Cl)CC1
→ 12	-4	-1	4	-9	0	-1	-2	7
Cc1ccc(-c2nnc(SCc3ccc(C#N)cc3)n2Cc2ccco2)cc1
→ 5	-3	3	-2	7	1	4	5	1
CC(=O)c1cccc(NC(=O)CSc2nnc(-c3cccnc3)o2)c1
→ 0	3	8	4	5	-7	0	5	4
CN(c1ccc(OCC(=O)N2CCOCC2)cc1)S(=O)(=O)c1ccc(Cl)cc1
→ 7	1	-3	-1	13	-2	7	-1	-3
N#CCc1c(C#N)c(N)nc(N2CCN(c3ccc(F)cc3)CC2)c1C#N
→ 2	-12	-1	0	-1	4	2	39	-2
CCc1ccc(NC(=O)C2CCCN2S(=O)(=O)c2ccc3c(c2)C(C)(C)C(=O)N3C)cc1 (centres undefined)
→ -1	1	-5	-2	0	4	5	6	4
O=C(c1cc(-c2cccs2)on1)N1CCCc2ccccc21
→ -5	0	3	5	1	5	3	-9	0
O=C(CCC(=O)c1cccs1)NCc1ccncc1
→ 0	0	1	0	1	7	3	12	-1
O=C(CCNC(=O)c1ccccc1Cl)Nc1ccccc1N1CCCC1
→ 4	-4	8	3	2	8	1	13	6
COc1cc2c(cc1OC)C(C)N(C(=O)Cn1ncc3c1-c1cc(C)ccc1OC3)CC2 (centres undefined)
→ 5	2	3	0	3	-1	5	8	10
COc1ccc(CCNC(=O)COc2ccc(-c3ccc(C#N)cc3)cc2)cc1
→ 1	-4	-5	-3	5	-2	4	-3	-4
COc1cccc(C(=O)NCCS(=O)(=O)NCc2ccccn2)c1
→ 13	0	-2	2	-1	4	4	-3	-8
O=C(COC(=O)c1ccccc1NCCO)NCCC1=CCCCC1
→ -1	-1	10	1	7	6	7	8	4
CC(C)OC(=O)c1nnn(-c2nonc2N)c1CN1CCCCCC1
→ 2	0	-5	-6	3	10	7	5	5
CCCSc1nc(=O)n2cc(C)ccc2n1
→ 9	-2	0	-4	3	4	6	3	-7
O=C(O)c1ccc(Oc2cc(Oc3ccc(C(=O)O)cc3)cc([N+](=O)[O-])c2)cc1
→ -2	-2	11	3	8	1	-6	-3	-12
O=C(NC1CCCC1)C(c1cccnc1)N(C(=O)c1csnn1)C1CC1 (centres undefined)
→ 10	0	0	-2	4	-5	4	6	2
CC(=O)N(/N=C/c1cccc(C)c1)c1nc(-c2ccc(Br)cc2)cs1
→ 4	3	-7	1	-7	-8	-4	16	0
Cc1cc(C)c(S(=O)(=O)N2CCN(S(=O)(=O)N3CCC(C)CC3)CC2)c(C)c1
→ 3	2	-5	-4	10	2	1	-6	-3
Cc1ccc(-n2nc(C)c(=O)c(-c3ccccc3)c2NC(=O)c2cccs2)cc1
→ 6	4	5	1	7	-4	-3	6	-6
CCCSc1nnc2nc(C)cc(C)n12
→ 5	-1	-1	1	-3	5	6	-5	-4
CCN(C(=O)CCN1C(=O)S/C(=C\c2ccccc2)C1=O)C1CCS(=O)(=O)C1 (centres undefined)
→ -12	0	-5	-2	2	-7	-1	45*	-8
CC1CCN(CCNC(=S)Nc2ccc(Cl)cc2)CC1
→ 8	-4	11	6	6	0	11	0	0
COC(=O)Cn1c(C)nc(=O)c(-c2ccccc2)c1C
→ 1	-1	-10	-5	-9	-2	4	17	6
O=c1c2ccccc2c(C=Nc2ccc(S(=O)(=O)Nc3ncccn3)cc2)c(O)n1-c1cccc(Cl)c1
→ .	1	-7	-7	1	.	.	1	-2
Cc1cc(N2C(=O)C(O)=C(C(=O)c3ccco3)C2c2ccccc2F)no1 (centres undefined)
→ 8	-9	-3	-3	3	7	-2	-1	-1
CC1CCCN(S(=O)(=O)c2ccc3c(c2)c(=O)nc2ccc(Cl)cn23)C1 (centres undefined)
→ 11	0	1	-5	2	9	4	-2	1
CCOC(=O)C1=C(C)NC(=O)NC1/C=C/c1ccccc1 (centres undefined)
→ 4	-2	7	1	5	5	3	-12	-4
CC(=O)c1ccc(NC(=O)Cn2cnc(S(=O)(=O)N3CCCC3)c2)cc1
→ -3	0	-5	-1	3	-2	-2	7	7
CCOC(=O)C1CCCN(Cc2ccc3c(c2)OCO3)C1 (centres undefined)
→ 11	-2	-2	0	0	1	3	12	1
CN(CC(=O)O)Cc1nc2ccccc2[nH]1
→ 4	0	2	0	5	4	2	1	30
CCCn1nnnc1NCc1ccc(N(C)C)cc1
→ 20	-2	1	-2	2	4	-2	-9	-3
CCCN(C(=O)Cn1ncc2c([nH]c3ccccc32)c1=O)c1ccccc1C
→ 2	0	3	1	1	0	-1	-8	-1
CSCC[C@H](NC(=O)N1CCn2c1nc1ccccc12)C(=O)NC1CC1
→ 0	2	0	2	-2	-3	-5	-3	6
CC(=O)Nc1sc2c(c1CN1CCCC1)CCCC2
→ 2	-1	-8	0	3	3	3	4	7
O=c1cc(CSc2nnc3ccccn23)c2c(ccc3ccccc32)o1
→ 2	2	1	0	20	5	0	11	7
N#Cc1ccsc1NC(=O)C1CCN(C(=O)c2ccc(F)cc2)CC1
→ 7	-6	12	-2	7	-3	5	9	.
CCOC(=O)[C@@H]1[C@H]2COc3cc(OC)ccc3[C@@H]2N2C(=O)N(c3cccc(F)c3)C(=O)[C@]12C
→ 1	5	-10	-6	1	13	4	-19	4
COc1ccc(N2CCN(C(CNS(=O)(=O)c3cccs3)c3cccnc3)CC2)cc1 (centres undefined)
→ 1	-5	-2	4	-1	2	0	20	5
CN1C(=O)C2(Oc3ccccc3C3CC(c4ccccc4)=NN32)c2ccccc21 (centres undefined)
→ 2	-10	-20	-10	2	-1	-2	21	-3
COc1ccc(CCNC(=O)COC(=O)c2cc(=O)c3ccccc3o2)cc1
→ -7	-3	-4	-5	0	-1	7	6	.
COc1ccc(CN(C(=O)CN2C(=O)NC3(CCC(C)CC3)C2=O)C(C)Cc2cccs2)cc1 (centres undefined)
→ 6	-3	4	0	3	3	7	2	.
Cc1c(C(=O)NCCSCc2c(F)cccc2Cl)cnn1-c1ccc(F)cc1
→ 8	2	-3	-4	4	6	10	-11	-3
N#CCCn1nc(-c2ccc([N+](=O)[O-])cc2)cc1Nc1ccccc1NC(=O)C(F)(F)F
→ 6	-2	1	-3	7	-1	-6	29	0
O=C(CN(c1cccc(Cl)c1)S(=O)(=O)c1ccccc1)NN=C1CCCC1
→ -2	-8	-5	-2	-2	8	0	-55	5
CCOc1cc(C(=O)OCC(=O)Nc2cccc(S(=O)(=O)NC3=NCCCCC3)c2)cc(OCC)c1OCC
→ 2	9	.	.	3	-1	0	1	.
CN(CC(=O)Nc1cccc(F)c1)C(=O)c1ccc(OCC2CCCO2)cc1 (centres undefined)
→ 10	-3	-2	2	4	-2	4	16	0
COc1cc2c(cc1NC(=O)CSCC(=O)O)oc1ccccc12
→ 8	-1	4	4	0	4	1	-9	7
CCC(=O)N(Cc1cc(=O)[nH]c2ccccc12)C1CCCCC1
→ 4	-3	4	2	2	7	4	0	-1

The listing continues.
Below each compound: PAFAH1B3 FP inh	PAD4 inh	LYPLA2 inh	LYPLA1 inh	pPAFAH inh	PAFAH2 FP inh	PAFAH1B2 FP inh	PREPL inhibitor	GSTO1 inh
CCN(CC)C(=O)[C@H]1C[C@H](CC(=O)NCC23CC4CC(CC(C4)C2)C3)C(=O)N2CCc3c([nH]c4ccc(Cl)cc34)[C@]12C
→ 2	3	.	.	10	1	5	.	.
Cn1c(=O)c(C(=O)NNC(=O)c2ccccc2Cl)c(O)c2ccccc21
→ 14	-2	0	2	5	-16	5	1	4
CC(C)(C)C(=O)N1CCN(c2nc3ccc(Cl)cc3s2)CC1
→ -1	4	-5	0	11	3	3	10	-1
CCCC1(C(=O)OC)NC(c2ccco2)C2C(=O)N(C)C(=O)C21 (centres undefined)
→ 7	1	-3	0	-4	-4	0	10	7
CCN(C(=O)c1cccc(S(=O)(=O)N2CCc3ccccc32)c1)C1CCS(=O)(=O)C1 (centres undefined)
→ 4	-10	0	1	5	5	6	1	.
CC1CCc2sc(C(=O)N3CCC(C(N)=O)CC3)cc2C1 (centres undefined)
→ -4	0	8	4	12	5	4	-1	.
COc1cc(OC)cc(OCC(O)Cn2ccnc2C)c1 (centres undefined)
→ 7	3	3	-1	-2	-7	3	0	0
O=C(NN=C1CCCC1)c1cc(-c2ccc(F)cc2)nc2ccccc12
→ -6	-2	-16	-9	-8	3	-3	-24	7
CC1Cc2ccccc2N1S(=O)(=O)c1cccc(C(=O)c2nccn2C)c1 (centres undefined)
→ -1	1	-1	-4	11	4	3	10	4
CCCCOC(=O)/C(=C\c1ccc([N+](=O)[O-])o1)NC(=O)c1ccccc1
→ 2	-3	-2	1	7	4	-1	-2	5
O=C(Nc1ccc(N2CCOCC2)cc1)c1cccc(S(=O)(=O)N2CCCCCC2)c1
→ 6	0	6	-1	2	7	0	15	3
CCOC(=O)[C@H]1[C@H]2COc3ccc(Br)cc3[C@@H]2N2C(=O)CN(Cc3ccc(C)cc3)C(=O)[C@@]12C
→ 2	-4	2	1	4	1	-2	4	.
COc1ccc(CNC(=O)c2noc(C(C)C)c2[N+](=O)[O-])cc1
→ 3	-3	5	2	5	9	3	6	23
COc1cccc(/C=C/C(=O)NCc2cn3cc(Cl)ccc3n2)c1OC
→ 3	1	3	1	5	0	0	-7	-4
CC1Cc2ccccc2N1C(=O)CN1CCC(n2nnc3cc(C(F)(F)F)ccc32)CC1 (centres undefined)
→ 5	5	10	6	6	-2	1	-1	2
Cc1nn(Cc2ccccc2)c(Cl)c1/C=N/NC(=O)CNc1cccc(C(F)(F)F)c1
→ 9	4	3	-1	2	0	-2	10	-1
CC(C)NCCCOc1ccc(C(C)(C)c2ccccc2)cc1
→ 2	0	5	0	0	-3	3	-9	-8
O=c1ccc2cc3ccoc3cc2o1
→ -1	1	4	2	3	4	7	0	2
CCCCS(=O)(=O)C1CCS(=O)(=O)C1 (centres undefined)
→ 2	-1	-4	0	1	-7	2	-8	-5
Cc1ccccc1NC(=O)Nc1cc(-c2ccccc2)nn1C
→ -6	-2	-2	-2	2	2	3	-3	12
COc1ccccc1NC(=O)O/N=C(\N)c1ccccc1
→ 10	11	1	0	8	4	1	2	-1
COc1ccc(N2CCN(C(CNC(=O)CC(C)(C)C)c3ccc4c(c3)OCO4)CC2)cc1 (centres undefined)
→ 5	1	0	1	5	-7	-1	10	9
CCCn1nnc(NC(=O)c2cccc(OCC)c2)n1
→ 4	0	-4	-4	-3	4	4	6	1
NC(=O)C1CCN(C(=S)NC2CC3C=CC2C3)CC1 (centres undefined)
→ 0	-2	-2	4	2	5	3	0	0
C=CCn1c(CCCOc2ccc(Cl)cc2Cl)nnc1SCC(=O)Nc1nccs1
→ 5	1	2	1	12	8	3	2	9
CCCN1CCN(C(=S)Nc2ccc(SC(F)F)cc2)CC1
→ 6	1	12	0	2	7	-2	5	3
CSCCC(NC(N)=O)C(=O)N(C)CC(=O)Nc1ccc(C)cc1 (centres undefined)
→ 0	3	-3	-1	2	-6	0	12	2
COc1cc(C=C2C(=O)OC(c3ccccc3)OC2=O)cc(Br)c1O (centres undefined)
→ -3	5	9	2	5	7	0	-4	3

Assay outcomes deposited in PubChem by The Scripps Research Institute Molecular Screening Center.
